Screening results (PubChem BioAssay)
S1P3 agonist: agonists of human S1P3 receptor; S1P3 NFAT-BLA reporter cells, agonism, FRET ratio; relative to 1 µM S1P, basal subtracted; activation, % at 4.5 µM; actives 0.1% (n = 60,000);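 active = activation above the screen-wide mean plus 3 SD, cut at about 4.5% in these data, passing the limit was not always enough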; note: some compounds called inactive have numbers as strong as hits
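Assay system: CHO cells stably expressing human S1P3, Gα16 and NFAT-β-lactamase reporter. Timing: overnight plating, 4 h compound 37 °C, 2 h substrate RT. Signal: β-lactamase FRET emission ratio 460/535 nm. Measure: percent activation versus median 1 µM S1P response, basal-subtracted, per plate. Repeats: primary screen single test, confirmation screen in triplicate.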
Autofluor 339: intrinsic fluorescence of library compounds, ex339/em460 – biochemical, MLSMR library, data from DPM-DC assay, artefact control, profiling panel. compound autofluorescence, ex339/em460 nm, NADH buffer; hits give high values; 1 = no-compound wells, NADH background. fluorescence fold increase at 10 µM. actives 5.5% (n = 65,000);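 active = at 10 µM, mean starting fluorescence two-fold or more over control wells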;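 note: signal is the first read of a kinetic run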
5HT1E ag: 5-HT1E (human) receptor agonism; P28566; CHO 5-HT1E Ga15 NFAT-bla reporter, FRET; 0% DMSO wells, 100% control agonist wells; activation, % at 6 µM; actives 0.69% (n = 65,000); AID 574;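 active = activation above a set limit, the screen-wide mean activation plus 3 SD, cut at about 8.5% in these data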;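 note: 100% = positive control agonist at 1 µM giving full maximal response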
5HT1E antag: 5-HT1E (human) receptor antagonism | P28566 | CHO 5-HT1E Ga15 NFAT-bla reporter, FRET, antagonist | inhibition, % at 6 µM | actives 0.99% (n = 65,000) | AID 571;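 active = inhibition above a set limit, the mean inhibition across every tested compound plus 3 SD, cut at about 29% in these data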;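 note: signal is the 460 over 535 nm emission ratio of beta-lactamase substrate; 0% = agonist plus DMSO wells and 100% = wells without agonist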
Her2 expr inh: inhibitors of human Her2 kinase expression. SKBR-3 HER2 protein level, AlphaScreen, 18-24 h; hits give low values. P04626. HER2 level % of control, % at 10 µM. actives 0.69% (n = 65,000);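 active = HER2 level under 5% of the carrier-only control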;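 note: 100% = DMSO carrier and 0% = 500 nM PU-H71 HSP90 inhibitor; lower value means stronger loss of Her2 protein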
MMP-13 inhibitor: blocks human MMP13 activity; P45452; MMP-13 fTHP FRET cleavage, Mca fluorescence; inhibition, % at 4 µM; actives 0.07% (n = 65,000); AID 570;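 active = inhibition above the mean of compound-free control plate wells plus 3 SD, cut at about 14% in these data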;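 note: 0% = DMSO wells and 100% = wells with reference MMP-13 inhibitor after basal subtraction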
S1P1 ag pot: agonists and agonism potentiators of human S1P1 receptor. S1P1 CRE-bla cells, forskolin, beta-lactamase FRET, potentiator mode; S1P1 agonist co-added at EC20, 2 nM; 100% = saturating reference agonist, 0% = basal. actives 0.57% (n = 56,000). P21453. activation, % at 9.5 µM. AID 449;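 active = activation above a cutoff set at the mean activation of all tested compounds plus 3 SD, cut at about 54% in these data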;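 note: forskolin at 4 µM as EC80 and the EC20 agonist is SEW2871; 100% = SEW2871 at its EC100 plus forskolin at EC80; some compounds past the cut are filed as inactive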
5-HT1A blocker: antagonists of human 5-HT1a serotonin receptor | P08908 | inhibition, % at 10 µM | AID 612 | CHO 5-HT1a Ga15 NFAT-bla reporter, antagonist mode | actives 0.68% (n = 62,000);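 active = inhibition above the mean of all tested compounds plus 3 SD, cut at about 43% in these data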;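 note: receptor stimulated by 5-CT agonist at 100 nM near EC80; beta-lactamase reporter measured by ratiometric fluorescence of a cleavable substrate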
A340 absorber: compounds absorbing at 340 nm. compound absorbance at 340 nm, fold over control. fold change at 10 µM. 65,000 tested, under 10 active;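 active = at 10 µM dose, initial 340 nm absorbance at least 2 fold that of control wells; inactive = change under 2 fold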;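 note: initial absorbance extrapolated from kinetic A340 decline of NADH oxidation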
Numbers without * were called inactive; i = inactive; · = not tested or not shown; [ ] = another dose, or the depositor's remark.

canonical_smiles	5-HT1A blocker	S1P1 ag pot	5HT1E ag	Autofluor 339	MMP-13 inhibitor	5HT1E antag	Her2 expr inh	S1P3 agonist	A340 absorber
CC(C)CN(CCNC(=O)CC1Oc2ccccc2NC1=O)CC(C)C (configuration not stated)	2	-9	0.1	1.1	4	-3	101	-0.7	1
CCc1c(C)sc(NC(=O)OC)c1C(=O)N1CCCCC1	16	-16	0.3	1.1	2	6	46	-0.5	1
Cc1ccc(NC2c3ncccc3C(=O)N2C2CCCCC2)cc1C (configuration not stated)	-7	-6	0.1	0.95	0	-6	70	-0.3	1
O=C(NC1CCCc2ccccc21)C1CCN(C(=O)c2sccc2-n2cccc2)CC1 (configuration not stated)	15	-1	-0.2	1	1	7	66	-0.7	1
CCc1nc(C)cn1S(=O)(=O)c1cc(C)c(OC)cc1C	-19	-5	0.3	1.1	-1	-7	63	-0.2	1
CC(=O)C1=C(C)Nc2ncnn2C1c1cccc(OCc2ccccc2)c1 (configuration not stated)	2	5	0.0	1.1	2	1	78	-1.2	1
Cc1noc(NS(=O)(=O)c2ccc(NC(=O)c3ccc(Br)o3)cc2)c1C	2	-17	-0.3	1.1	4	12	105	-0.1	1
COc1cc(CN2CCC(C(=O)N3CCN(c4ccccc4F)CC3)CC2)cc(OC)c1O	0	0	0.6	1.1	1	-1	81	-1.0	0.98
CN(CCCNC(=O)c1cccc(N2CCCC2=O)c1)c1ccccc1	-2	·	0.6	1.1	1	-16	75	·	1
COc1ccc(Nc2ncc3c(n2)CC(c2ccc(OC)cc2)CC3=O)cc1 (configuration not stated)	0	4	-0.1	1.6	1	19	122	-0.4	1
COc1cc2c(c(OC)c1)C(c1ccncc1)CC(=O)N2 (configuration not stated)	-8	-4	0.4	1.1	4	-11	62	0.2	1
c1ccc(OCCCCn2cnc3ccccc32)cc1	16	·	-0.3	1.1	4	10	107	-0.6	1.1
COc1ccc(C2C(C(=O)N3CCCC3)c3cc(OC)c(OC)cc3C(=O)N2C)cc1OC (configuration not stated)	-3	·	-0.2	1	2	-7	181	·	1.1
CCc1nc(C)cn1S(=O)(=O)c1cc(Br)ccc1OC	5	-39	0.6	1.2	-1	-1	142	0.5	1
Cc1ccc2nc(C(F)(F)F)c(C#N)c(N)c2c1	·	64*	-1.3	1.1	0	35*	49	-3.7	1
Cc1cccc(C)c1NC(=O)CSc1nnc([C@@H]2CCCN2C(=O)OC(C)(C)C)o1	-10	·	0.2	1.1	0	0	51	·	1
COC(=O)c1ccc(-n2nnnc2SCc2nn[nH]n2)cc1	0	·	0.5	1	1	6	96	-0.9	1.1
O=C(NCc1ccc2c(c1)OCO2)c1cc(-c2ccccc2)on1	2	-18	-0.6	1.1	6	8	83	-0.7	1.1
O=C(c1ccccn1)N1CCN(c2ccc(C(F)(F)F)cn2)CC1	-5	·	-0.6	1.1	2	4	125	·	1
O=C(Nc1ccc(Br)c2cccnc12)c1ccc(Cn2cc(Cl)cn2)o1	3	17	-0.7	1.1	2	-2	125	-0.2	0.98
CCn1c(C)cc2c(c1=O)C(c1ccccc1Br)C(C#N)=C(N)O2 (configuration not stated)	-8	2	1.4	1.5	0	3	70	0.7	1
CCOc1ccccc1C1C(C(N)=O)=C(C)Nc2nc(-c3cccc(C)c3)nn21 (configuration not stated)	4	-4	0.1	1.2	-2	-12	94	-0.7	0.99
Cc1ccc(NC(=O)Cn2c(=O)n(CCCCC(=O)NCc3ccco3)c(=O)c3ccccc32)cc1	-4	-10	0.2	1.1	4	-3	41	-0.6	1
O=C1NCCN1C(=O)c1cccc(Cl)c1	-1	11	-0.3	1.1	2	3	106	-0.9	0.99
CCOC(=O)N1CCC(Nc2ccc3nnc(-c4ccccc4)n3n2)CC1	-24	-26	1.0	1.2	-3	15	67	-1.0	1
Cc1nn(-c2ccccc2)c2sc(C(=O)NC3CCCCC3)cc12	16	-16	0.9	1.2	0	7	65	-1.6	1
N#Cc1c(NC(=O)CCCN2C(=O)c3ccccc3C2=O)oc(-c2ccccc2)c1-c1ccccc1	26	-33	-0.3	1.1	6	0	106	-2.2	1.1
CCOC(=O)c1cnc2nc(NCc3ccc(OC)c(OC)c3)[nH]n2c1=O	-1	-27	0.3	1.1	3	-3	97	-0.1	1
Cc1ccc2[nH]c3c(=O)n(CCCN4CCOCC4)cnc3c2c1	-4	-11	-1.2	2.7*	-53	6	75	-0.9	1.1
CCCCN(C(=O)NC(=O)Nc1ccccc1OC)S(C)(=O)=O	34	-2	-1.7	1.1	1	18	120	-0.6	0.99
CCOC(=O)C1CCCN(C(=O)c2cn(C)c3ccc(S(=O)(=O)N4CCCC4)cc3c2=O)C1 (configuration not stated)	0	-2	-1.6	1.1	-5	0	93	-0.9	1.1
O=C(CN1CCC(n2nnc3cc(F)ccc32)CC1)Nc1ccc2c(c1)CCC2	19	4	-0.6	1	0	6	127	0.3	1
N#CCCN(Cc1cccnc1)S(=O)(=O)c1ccc(S(=O)(=O)N2CCCCCC2)cc1	-7	5	-2.4	1.1	9	-1	71	-1.0	0.98
Cc1c(Cl)cccc1NC(=O)NC1CCCCC1	15	-11	-0.6	1	1	6	106	-0.8	1.1
COCCn1c(SCC(=O)Nc2sc(C)c(C)c2C#N)nnc1C(C)C	0	-3	0.1	1	-2	0	95	-0.4	0.99
CCOC(=O)C1CCN(C(=O)CC2C(=O)N(Cc3ccccc3)C(C)c3nc4ccccc4n32)CC1 (configuration not stated)	-10	-4	0.0	1.1	3	-7	97	1.1	0.97

Compound profiles (already shown). Values in the order: 5-HT1A blocker	S1P1 ag pot	5HT1E ag	Autofluor 339	MMP-13 inhibitor	5HT1E antag	Her2 expr inh	S1P3 agonist	A340 absorber
CCOC(=O)c1cnc2nc(NCc3ccc(OC)c(OC)c3)[nH]n2c1=O is entered as -1	-27	0.3	1.1	3	-3	97	-0.1	1
Cc1noc(NS(=O)(=O)c2ccc(NC(=O)c3ccc(Br)o3)cc2)c1C is entered as 2	-17	-0.3	1.1	4	12	105	-0.1	1
CCOC(=O)C1CCCN(C(=O)c2cn(C)c3ccc(S(=O)(=O)N4CCCC4)cc3c2=O)C1 (configuration not stated) is entered as 0	-2	-1.6	1.1	-5	0	93	-0.9	1.1
Cc1ccc(NC2c3ncccc3C(=O)N2C2CCCCC2)cc1C (configuration not stated) is entered as -7	-6	0.1	0.95	0	-6	70	-0.3	1
COc1cc2c(c(OC)c1)C(c1ccncc1)CC(=O)N2 (configuration not stated) is entered as -8	-4	0.4	1.1	4	-11	62	0.2	1

New compounds follow:
canonical_smiles	5-HT1A blocker	S1P1 ag pot	5HT1E ag	Autofluor 339	MMP-13 inhibitor	5HT1E antag	Her2 expr inh	S1P3 agonist	A340 absorber
CC(C)=CC(=O)OCC(=O)NC(=O)NC(C)(C)C	6	·	-2.1	1.1	0	10	91	·	1
Cc1ccc(-c2cc(C(=O)N3CCOCC3)c3ccccc3n2)cc1	0	·	-0.2	2.1*	-20	4	130	-0.7	1.1
CC(CS(=O)(=O)c1cccc2cccnc12)N1CCCCC1 (configuration not stated)	-16	14	0.5	1.1	2	13	116	-1.1	0.99
COc1ccc(-c2cc3nc4n(c(=O)c3s2)CCC4)cc1	-14	-12	2.9	3*	i[fluorescence artefact?]	-3	·	-0.2	1
CC(C)Cc1nnc(NS(=O)(=O)c2ccc(Cl)cc2)s1	4	12	1.3	1.1	6	-9	100	-0.3	1
O=C(C1CCCN(S(=O)(=O)c2ccc(F)cc2)C1)N(Cc1cccs1)C1CC1 (configuration not stated)	6	·	-0.7	1	-1	12	56	·	1
OC(CN1CCOCC1)C12CC3CC(CC(C3)C1)C2 (configuration not stated)	-2	-9	0.5	1.1	5	-8	92	-0.4	1
CC(c1ccccc1)N1C(=O)CC(Sc2ncccc2C(=O)O)C1=O (configuration not stated)	-11	-8	0.2	1.1	2	9	111	-0.6	1
CC(C)C(C(=O)Nc1ccc2c(c1)OCCO2)N1C(=O)c2ccccc2C1=O (configuration not stated)	2	·	1.0	1.1	-1	3	89	-1.1	1.1
COC(=O)c1cc(OC)c(OC)cc1NC(=O)CSc1nnnn1Cc1ccccc1	-21	-15	1.0	1.1	1	-11	105	0.3	1.1
O=C(O)c1nsc(Cl)c1Cl	·	-1	1.4	1.1	-4	-3	95	-3.6	1
COc1cc(C(=O)N2CCCN(c3nc4cc(C)ccc4cc3C#N)CC2)cc(OC)c1OC	-8	22	1.6	1.9	-20	-6	67	0.4	1
O=c1oc2ccc3ccccc3c2cc1-c1nnc(-c2ccccc2)o1	10	-19	-0.1	4.3*	-52[fluorescence artefact?]	11	76	-0.4	1.1
COc1cc(C(=O)Nc2cccc(-c3nc4ncccc4o3)c2C)cc(OC)c1OC	-3	-10	0.6	1.1	4	1	110	-0.4	1
COc1cccc2cc(C(=O)N3CCN(c4ccccc4F)CC3)c(=O)oc12	0	·	-0.4	1.2	1	2	64	·	1

Copied from the list.
Cc1ccc(-c2cc(C(=O)N3CCOCC3)c3ccccc3n2)cc1 in 5HT1E ag reads -0.2
O=c1oc2ccc3ccccc3c2cc1-c1nnc(-c2ccccc2)o1 in 5HT1E ag reads -0.1
CC(C)Cc1nnc(NS(=O)(=O)c2ccc(Cl)cc2)s1 in Autofluor 339 reads 1.1
COc1ccc(-c2cc3nc4n(c(=O)c3s2)CCC4)cc1 in 5HT1E ag reads 2.9
